Screens: PubChem, The Scripps Research Institute Molecular Screening Center
DDE Tn6 FP inh: inhibitors of Tn6 peptide binding to human fibrin DD(E). 0.21% of 370,000 active. inhibition, % at 8.3 µM. P02675. Fibrin DD(E) TRITC-Tn6 fluorescence polarization displacement;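 active = inhibition above a per-campaign cutoff: mean of compounds within control limits plus 3 SD, cut at about 15% in these data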;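 also: 0% = median of all compound wells on the plate and 100% = blocking peptide control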
PLC-gamma1 inh: blocks human PLC-gamma1 enzyme activity; P19174; purified PLC-gamma1, fluorogenic substrate, fluorescence; inhibition, % at 12.2 µM; 0.84% of 370,000 active; in the data active = inhibition above about 9.5%
ASAP1 GAP inh: ASAP1 ArfGAP inhibition; AID 624377; inhibition, % at 16.5 µM; Q9ULH1; 0.19% of 360,000 active; ASAP1-stimulated ARF1 GTP hydrolysis, GDP FP detection; in the data active = inhibition above about 25%;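 also: 0% = vehicle with enzyme and substrate and 100% = no enzyme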
Tn7 DDE FP: inhibitors of Tn7 peptide binding to human fibrin DD(E); AID 720508; inhibition, % at 8.3 µM; 0.13% of 370,000 active; FP displacement of FITC-Tn7 peptide from fibrin DD(E); 0% = median of compound wells per plate; P02675;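 active = inhibition above the mean of compounds falling within the control limits plus 3 SD of them, cut at about 14% in these data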;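 also: 0% = plate median of compound wells and 100% = 10 µM Aha-Tn7 peptide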
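Measure: % inhibition scaled between sample-field median and high-control FP; Test system: human fibrin DD(E); Quantity: 2 µM final DD(E) protein; Doses: one dose, 8.3 µM nominal; Schedule: compound with protein 10 min, then 3 h after probe, room temperature; Detection: fluorescence polarization; Medium: Tris buffer with calcium and detergent, pH 7.8.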
proKLK7 act: activates the human kallikrein-7 zymogen | P49862 | purified proKLK7, EDANS-DABCYL substrate fluorescence; 100% is mature enzyme control, 0% vehicle | activation, % at 7 µM | 0.9% of 370,000 active;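 active = activation above the mean of all tested compounds plus 3 SD, computed per campaign excluding outliers beyond control limits, cut at about 13% in these data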
Target sequence (P49862 whole entry, looked up): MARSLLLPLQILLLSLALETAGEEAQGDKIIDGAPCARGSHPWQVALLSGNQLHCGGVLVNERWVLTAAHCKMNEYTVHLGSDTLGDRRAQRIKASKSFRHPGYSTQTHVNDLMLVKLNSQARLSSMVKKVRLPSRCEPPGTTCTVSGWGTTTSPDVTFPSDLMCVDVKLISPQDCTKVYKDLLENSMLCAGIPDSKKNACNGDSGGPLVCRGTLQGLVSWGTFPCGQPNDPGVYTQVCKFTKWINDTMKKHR
ARFGAP1 inhibitor: inhibitors of rat ARFGAP1. Arfgap1-stimulated ARF1 GTP hydrolysis, GDP FP detection. inhibition, % at 16.5 µM. 0.26% of 360,000 active. AID 651572;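 active = inhibition above a per-plate limit, mean inhibition of low control wells plus 3 SD, cut at about 25% in these data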;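 also: 0% = DMSO wells with enzyme and 100% = wells lacking Arfgap1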
Target sequence (Q62848 1-136 limits assumed): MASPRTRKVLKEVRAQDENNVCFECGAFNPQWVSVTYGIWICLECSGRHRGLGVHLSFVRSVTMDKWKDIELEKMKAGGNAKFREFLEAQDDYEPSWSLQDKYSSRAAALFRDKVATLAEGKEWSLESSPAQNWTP
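Replicates: Single well per compound | Assay system: Truncated rat Arfgap1 GAP domain | Control set: No-Arfgap1 wells (100%) versus DMSO full-reaction wells (0%) | Times: Enzyme reaction 120 min at 25 °C after 20 min preincubation | Reagent: Human ARF1(Δ1-17)-GTP substrate | Measured by: Tracer-displacement fluorescence polarization with EDTA stop, 620/688 nm | Measure: Percent inhibition of Arfgap1-stimulated GTP hydrolysis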
ADAM10 inh: inhibits human ADAM10; O14672; recombinant ADAM10, EDANS/DABCYL FRET peptide cleavage, 3 h; inhibition, % at 7 µM; 0.62% of 370,000 active; AID 720582;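 active = inhibition above a per-campaign cutoff equal to the mean of compounds falling between control-based bounds plus 3 SD, cut at about 20% in these data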;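 also: 0% = DMSO wells while the 100% control is not disclosed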
Target sequence (O14672 214-748 limits assumed): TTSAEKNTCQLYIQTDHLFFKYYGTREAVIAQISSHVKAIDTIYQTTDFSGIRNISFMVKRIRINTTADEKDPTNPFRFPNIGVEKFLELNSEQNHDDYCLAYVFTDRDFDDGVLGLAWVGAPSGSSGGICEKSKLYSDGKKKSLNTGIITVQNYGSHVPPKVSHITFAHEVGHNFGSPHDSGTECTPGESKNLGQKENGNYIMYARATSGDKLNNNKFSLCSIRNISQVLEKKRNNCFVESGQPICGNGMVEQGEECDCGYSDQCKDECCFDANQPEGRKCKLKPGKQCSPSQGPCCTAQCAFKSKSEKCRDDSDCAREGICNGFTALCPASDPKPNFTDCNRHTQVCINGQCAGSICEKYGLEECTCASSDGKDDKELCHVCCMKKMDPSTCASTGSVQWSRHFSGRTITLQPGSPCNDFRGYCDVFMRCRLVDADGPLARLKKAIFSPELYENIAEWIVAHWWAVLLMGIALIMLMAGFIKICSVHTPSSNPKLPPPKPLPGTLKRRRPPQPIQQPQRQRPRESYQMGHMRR
LEDGF integ inh: blocks HIV-1 LEDGF/p75-dependent DNA integration | TR-FRET IN-LEDGF/p75 DNA integration, Eu/Cy5 | inhibition, % at 3.7 µM | 0.64% of 370,000 active;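 active = inhibition above the screen-wide mean plus 3 SD, cut at about 13% in these data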;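 also: signal is the Cy5 over europium emission ratio at 671 and 618 nm; 0% = plate median of compound wells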
ADAM17 inh: inhibits human ADAM17; recombinant ADAM17, EDANS/DABCYL FRET peptide cleavage; inhibition, % at 6.95 µM; 0.83% of 370,000 active;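 active = inhibition above the mean of compounds lying between control limits plus 3 SD, set per campaign, cut at about 8.5% in these data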;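 also: 0% = DMSO-only wells as the low control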
TDP2 absorb: TDP2 (human) inhibition, absorbance primary screen | 0.34% of 370,000 active | O95551 | recombinant TDP2, T5PNP hydrolysis, p-nitrophenol absorbance 415 nm | AID 720702 | inhibition, % at 12.8 µM;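 active = inhibition above the mean of all tested compounds plus 3 SD, set per campaign, cut at about 25% in these data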;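 also: 0% = DMSO with enzyme and 100% = buffer with substrate but no TDP2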
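System: recombinant human TDP2 / Amount: 120 nM TDP2 per well / Also added: 5 mM T5PNP chromogenic substrate / Doses: 12.8 µM single point, 1% DMSO / Incubation: 2 h at 37 °C / Detection: p-Nitrophenol epi absorbance / Evaluation: % inhibition relative to enzyme-containing and enzyme-free wells / Repeats: singlicate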
* = called active by the depositor.

SMILES	DDE Tn6 FP inh	PLC-gamma1 inh	ASAP1 GAP inh	Tn7 DDE FP	proKLK7 act	ARFGAP1 inhibitor	ADAM10 inh	LEDGF integ inh	ADAM17 inh	TDP2 absorb
COc1ccc(C(=O)CSc2nnc(CN3CCCCC3)n2-c2ccc(Cl)cc2)cc1OC	9	1	8	-2	-0.2	-2	4	1	6	-7
C/C(=N/NC(=S)Nc1ccccc1)c1ccc2c(c1)OCO2	1	-1	12	1	-0.2	2	-1	-1	-2	0
COc1ccc(-c2noc3c2-c2nc(-c4ccccc4C)sc2CC3)cc1	-5	0	-6	6	0.3	-8	3	0	-2	3
Cc1ccc(SCC(=O)NNC(=O)c2ccccc2)cc1C	-3	1	2	-7	0.4	3	8	1	2	-14
COCCNC(=O)c1cc(-c2cccnc2)nc2ccc(Br)cc12	-4	1	-13	-4	-0.7	8	-12	-3	3	-12
CSc1ncnc2c1ncn2CCCNCC1CCCCC1	-2	2	-1	4	0.3	3	4	-10	4	-7
CCCOC(=O)CCCCCCCCC(O)CN1CCCCC1 (centres undefined)	-2	-2	5	-2	-0.3	3	2	1	-6	-5
CS(=O)(=O)N1CCN(c2ccnc3cc(Cl)ccc23)CC1	-4	-13	-7	5	-0.1	4	-7	1	-6	7
CC(=O)c1sc2nc(CSc3nncn3C)[nH]c(=O)c2c1C	3	-4	2	1	-1.3	12	-54	3	-20	5
CC(C)(C)c1ccc(C(=O)N/N=C/c2cccc(Cl)c2)cc1	5	4	8	-1	0.0	-19	12	0	0	-2
N#Cc1ccc(OCC(=O)N2CCN(C(=O)c3ccco3)CC2)cc1	4	0	-6	5	-0.5	-5	-9	4	1	0
CC1CCCCC1NC(=O)CC1Oc2ccccc2NC1=O (centres undefined)	-5	5	0	-8	-0.7	4	1	5	4	-15
CCc1ccc(C(=O)NNC(=O)c2ccc(OCC(=O)N3CCOCC3)c(OC)c2)cc1	2	13*	15	-3	0.2	0	-10	4	7	-19
O=C1C2CCCN2C(c2ccc(F)c(F)c2)N1c1cccc(Cl)c1 (centres undefined)	-9	1	-1	5	0.6	-8	-3	5	0	7
C[C@H]1C=C(C(=O)N2CCOCC2)O[C@@H](OCc2ccc(CO)cc2)C1	6	3	-4	2	0.6	5	4	0	1	9
CC1=NN(c2ccccc2)C(=O)/C1=C/c1cccs1	-6	25*	1	-12	0.3	-15	18	46*	10*	71*
Cc1cccc(NC(=O)C23CCC(C)(C(=O)O2)C3(C)C)c1 (centres undefined)	1	0	-8	9	0.4	-5	-7	-2	-3	11
COc1ccc(C2C(C#N)=C(N)Oc3n[nH]c(C)c32)cc1CN1CCN(c2ccc(F)cc2)CC1 (centres undefined)	5	3	6	-2	0.5	9	3	6	0	3
COc1ccccc1N(CC(=O)N/N=C/c1ccc(C(=O)O)cc1)S(=O)(=O)c1ccc(C)cc1	5	3	-7	-3	-0.2	-7	-12	-3	-7	-6
CN(C)CCCN(C(=O)c1ccco1)c1nc2c(F)cc(F)cc2s1	1	1	-7	-1	0.0	3	-9	-4	-4	1
CCOC(=O)CSC1=Nc2ccccc2C2=NC(CC(=O)NCc3ccc4c(c3)OCO4)C(=O)N12 (centres undefined)	-1	-1	5	0	-0.8	9	9	-2	-1	-7
CCC(=O)Nc1ccc(C(=O)NCCCn2ccnc2)cc1	7	1	-4	7	0.0	5	-7	-4	-1	1
COC(=O)c1c(NC(=O)CN2CCN(S(=O)(=O)c3ccccc3[N+](=O)[O-])CC2)sc2c1CCC(C)C2 (centres undefined)	3	0	21	2	-0.1	11	-4	1	-6	9
Cc1ccc(C)c(NC(=O)COC(=O)c2c(-c3ccccc3)noc2C)c1	3	2	2	-2	-0.2	-2	3	1	-1	-11
O=C(C1CC1)N1CCN(c2ccc(O)cc2)CC1	2	-2	-3	-4	0.7	-2	-3	3	0	-6

Sorted by length of the SMILES (low to high): part of the list above
SMILES	DDE Tn6 FP inh	PLC-gamma1 inh	ASAP1 GAP inh	Tn7 DDE FP	proKLK7 act	ARFGAP1 inhibitor	ADAM10 inh	LEDGF integ inh	ADAM17 inh	TDP2 absorb
CSc1ncnc2c1ncn2CCCNCC1CCCCC1	-2	2	-1	4	0.3	3	4	-10	4	-7
CC1CCCCC1NC(=O)CC1Oc2ccccc2NC1=O (centres undefined)	-5	5	0	-8	-0.7	4	1	5	4	-15
Cc1ccc(SCC(=O)NNC(=O)c2ccccc2)cc1C	-3	1	2	-7	0.4	3	8	1	2	-14
CN(C)CCCN(C(=O)c1ccco1)c1nc2c(F)cc(F)cc2s1	1	1	-7	-1	0.0	3	-9	-4	-4	1
COc1ccccc1N(CC(=O)N/N=C/c1ccc(C(=O)O)cc1)S(=O)(=O)c1ccc(C)cc1	5	3	-7	-3	-0.2	-7	-12	-3	-7	-6
COc1ccc(C2C(C#N)=C(N)Oc3n[nH]c(C)c32)cc1CN1CCN(c2ccc(F)cc2)CC1 (centres undefined)	5	3	6	-2	0.5	9	3	6	0	3
COC(=O)c1c(NC(=O)CN2CCN(S(=O)(=O)c3ccccc3[N+](=O)[O-])CC2)sc2c1CCC(C)C2 (centres undefined)	3	0	21	2	-0.1	11	-4	1	-6	9

Marked active in TDP2 absorb, of those listed so far:
SMILES	DDE Tn6 FP inh	PLC-gamma1 inh	ASAP1 GAP inh	Tn7 DDE FP	proKLK7 act	ARFGAP1 inhibitor	ADAM10 inh	LEDGF integ inh	ADAM17 inh	TDP2 absorb
CC1=NN(c2ccccc2)C(=O)/C1=C/c1cccs1	-6	25*	1	-12	0.3	-15	18	46*	10*	71*

Next section:
SMILES	DDE Tn6 FP inh	PLC-gamma1 inh	ASAP1 GAP inh	Tn7 DDE FP	proKLK7 act	ARFGAP1 inhibitor	ADAM10 inh	LEDGF integ inh	ADAM17 inh	TDP2 absorb
CCN(/C=N/c1sc2c(c1C#N)CCCCC2)CC	-1	1	9	-1	-0.6	-1	0	0	1	0
COc1ccc(NC(=O)Nc2ccc3nsnc3c2)cc1	-13	-29	3	1	0.1	-4	0	-2	2	5
O=C(CN1CCOCC1)Nc1ccc(C2CCCCC2)cc1	0	1	-11	3	-0.7	-9	6	-3	-4	13
COc1ccccc1N1CCN(C2CCCN(C(=O)c3ccoc3C)C2)CC1 (centres undefined)	6	-4	-8	-3	-0.4	5	-10	-2	-8	-3
CCN1C(=O)CC(NC2CCN(C(=O)c3ccc(F)cc3)CC2)C1=O (centres undefined)	-4	0	-3	2	-0.4	7	-10	-3	-1	1
Cc1nc2ccc(NC(=O)N3CCSCC3)cc2nc1C	3	-371	1	5	6.5	10	-283	1	-83	0
COc1ccc(C(=O)NCc2csc(-c3cccs3)n2)cc1	0	-3	-3	-6	0.5	4	-32	-1	-7	-16
O=C(NN1C(=O)NC2(CCCCC2)C1=O)c1ccc(-c2ccc(Cl)cc2)o1	-2	-8	-9	6	2.0	1	-280	-5	-95	-2
Cc1c(C(=O)NNc2cc(=O)n(C)c(=O)n2C)cccc1[N+](=O)[O-]	-8	6	-4	6	-0.1	-8	-17	-3	-4	-1
COc1ccc(C)cc1S(=O)(=O)N(C)CC(=O)N1CCN(C)CC1	7	1	-9	0	-0.6	-3	0	-1	0	9
CCN(CC(=O)Nc1ccc(NC(C)=O)cc1)C(=O)/C=C/c1c(C)nn(-c2ccc(F)cc2)c1Cl	-1	0	6	-11	-0.5	8	6	-3	0	-7
COCCNC(=O)Cn1nc(C)c([N+](=O)[O-])c1C	3	3	5	2	0.0	-2	-6	-1	-1	10
Cc1cc(C)c2[nH]c(C(=O)Nc3ccc(F)cc3Br)cc2c1	-3	-35	-3	2	-1.1	-4	-16	-1	-10	-11
CCOC(=O)C1(Cc2cccc(Cl)c2)CCCN(C(=O)C2CC2)C1 (centres undefined)	1	0	4	7	-1.5	-3	-1	0	-1	-5
CCCCNC(=O)COC(=O)CNC(=O)c1cc(Cl)cc([N+](=O)[O-])c1	-6	3	3	-3	0.2	10	-1	1	1	2
S=C(NCc1ccccc1)Nc1ccc(Oc2ccccc2)cc1	-1	0	-9	-3	0.3	10	10	-3	3	-6
O=C(c1ccccc1)c1cc2ccccc2o1	-3	-1	-14	-8	0.1	-13	0	0	-6	-2
O=C1CC(c2cccnc2)c2cc3c(cc2N1)OCO3 (centres undefined)	-4	-9	1	3	0.3	-3	-23	0	-9	-6
COc1cccc2c1OCC(CN1CCN(Cc3ccccc3F)C(CCO)C1)=C2 (centres undefined)	1	2	0	0	-0.7	8	-4	0	-1	5
COc1ccc(CCC(=O)Nc2nnc(C(C)(C)C)s2)cc1	5	4	5	0	-0.6	2	6	3	-1	4
C=CCN1C(=O)[C@@H]2Cc3c([nH]c4ccccc34)C(c3cc(OC)c(OC)c(OC)c3)N2C1=S (some centres undefined)	-2	-20	-2	3	-1.7	9	3	1	0	18
COC(=O)c1cc(C(=O)NCCN2C(=O)S/C(=C\c3cccs3)C2=O)cc([N+](=O)[O-])c1	-3	4	7	-3	-0.2	8	-7	2	-2	2

Compounds were not picked by outcome; any-hit rate near 4.2%.
